Pyk2 oligo antag: antagonists of Pyk2 self-association, primary screen, Q293 cells, FERM NanoBiT luminescence, HTS | z-score (the deposit names both 25 µM and 10 µM) | hits give low values | Protein-tyrosine kinase 2-beta (Homo sapiens), Q14289 | 0.83% of 99,000 active;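 active means Z-score of -3 or lower, scaled per plate to the spread of control and sample wells; inactive means z-score above -3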;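 further: negative z-score means lost luminescence so less FERM oligomerization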
Target sequence (Q14289 whole entry, looked up): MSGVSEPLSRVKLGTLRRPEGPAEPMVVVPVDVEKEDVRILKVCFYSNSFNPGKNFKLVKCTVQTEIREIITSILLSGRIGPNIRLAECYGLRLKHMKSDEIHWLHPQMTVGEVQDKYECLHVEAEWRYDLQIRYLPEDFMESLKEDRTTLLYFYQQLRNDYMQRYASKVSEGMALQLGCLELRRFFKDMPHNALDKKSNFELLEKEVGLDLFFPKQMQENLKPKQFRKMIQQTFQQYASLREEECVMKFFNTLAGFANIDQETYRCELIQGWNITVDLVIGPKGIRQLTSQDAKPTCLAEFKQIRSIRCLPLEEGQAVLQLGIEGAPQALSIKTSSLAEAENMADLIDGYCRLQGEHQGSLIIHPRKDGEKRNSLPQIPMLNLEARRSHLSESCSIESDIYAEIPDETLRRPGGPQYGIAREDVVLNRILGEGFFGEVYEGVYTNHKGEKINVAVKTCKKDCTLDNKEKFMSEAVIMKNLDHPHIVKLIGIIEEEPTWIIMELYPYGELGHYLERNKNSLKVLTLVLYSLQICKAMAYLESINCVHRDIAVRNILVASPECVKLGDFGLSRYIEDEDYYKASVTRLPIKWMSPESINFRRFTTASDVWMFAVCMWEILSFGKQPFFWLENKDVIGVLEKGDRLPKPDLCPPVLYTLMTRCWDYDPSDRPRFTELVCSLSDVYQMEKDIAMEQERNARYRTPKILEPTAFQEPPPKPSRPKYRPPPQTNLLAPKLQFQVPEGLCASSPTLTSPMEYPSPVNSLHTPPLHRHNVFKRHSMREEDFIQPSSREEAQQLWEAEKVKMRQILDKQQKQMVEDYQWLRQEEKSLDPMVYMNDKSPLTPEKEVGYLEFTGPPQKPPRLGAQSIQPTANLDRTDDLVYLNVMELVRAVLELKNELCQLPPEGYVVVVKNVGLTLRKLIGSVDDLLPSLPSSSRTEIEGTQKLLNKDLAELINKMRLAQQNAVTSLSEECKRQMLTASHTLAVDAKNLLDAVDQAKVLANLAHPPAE
* = called active by the depositor.

SMILES	Pyk2 oligo antag
COc1ccc(C(=O)NNS(=O)(=O)c2ccc(C)cc2)cc1	-0.21
COc1cc(/C=N/S(=O)(=O)CCc2ccccc2)cc(OC)c1O	0.37
COc1ccc(-c2cc(-c3ccccc3)nc(SCC(=O)Nc3ncc(C)s3)c2C#N)cc1	-1.1
CCOC(=O)Cc1csc(NS(=O)(=O)c2ccc3ccccc3c2)n1	0.1
COC(=O)/C=C/C(=O)N1CCN(c2ccccc2C)CC1	0.2
O=C(COc1ccc(F)cc1)NNC(=O)c1cc2ccccc2oc1=O	1.1
Cc1nn(-c2cc(C(F)(F)F)ccc2Cl)c2nc(C(F)(F)F)[nH]c(=O)c12	-0.5
CCOC(=O)c1sc2nc(C(C)C)c3c(c2c1N)CCC3	1.8
COc1cccc(NC(=O)CCSc2ccc3ccccc3n2)c1	-0.37
Cc1cc(C)c(OCC(=O)OCCNC(=O)c2cccnc2)c(C)c1	0.81
O=S(=O)(Nc1ccc(N2CCCCC2)cc1)c1ccccc1	-0.96
CCOC(=O)/C(C(=O)Nc1ccccc1Br)=C1/NC(C)(C)Cc2ccccc21	0.45
Cc1cccc2nc(CSc3nc4[nH]ncc4c(=O)n3-c3ccccc3Cl)cc(=O)n12	-2.4
COc1ccccc1/C=N/NC(=O)C(=O)N1CCN(c2ccccc2OC)CC1	0.17
COc1cc(NC(=O)CSc2nc(C)c(C)c(C)n2)c(C)cc1[N+](=O)[O-]	-0.62

Exported as labelled records: entries from further up
COC(=O)/C=C/C(=O)N1CCN(c2ccccc2C)CC1
  Pyk2 oligo antag: 0.2
COc1ccc(-c2cc(-c3ccccc3)nc(SCC(=O)Nc3ncc(C)s3)c2C#N)cc1
  Pyk2 oligo antag: -1.1
O=C(COc1ccc(F)cc1)NNC(=O)c1cc2ccccc2oc1=O
  Pyk2 oligo antag: 1.1

(more compounds)
SMILES	Pyk2 oligo antag
O=C(CN(Cc1ccccc1)S(=O)(=O)c1ccccc1)N/N=C/c1ccc([N+](=O)[O-])cc1	0.04
Cc1cc[n+](CC(=O)c2cc3ccccc3oc2=O)cc1	0.66
CCNc1nc(N)nc(-c2cc(Cl)ccc2O)n1	-1.3
O=C(N/N=C/c1ccc2c(c1)OCO2)c1cc(-c2ccc(F)cc2)nc2ccccc12	-0.01
COc1cccc(N/C(N)=N/c2nc(C(F)(F)F)cc(=O)[nH]2)c1	0.18
O=C1NC(=S)S/C1=C\c1ccc(SCc2ccccc2)o1	1.8
Cc1ccc(-n2c3c(c(=O)[nH]c2=O)C(NS(=O)(=O)c2ccc(Cl)cc2)(C(F)(F)F)C(=O)N3)cc1 (stereo unspecified)	1.1
O=C(NNC(=O)c1cccnc1SCc1cccc([N+](=O)[O-])c1)c1ccccn1	1
Nc1ccc(Br)cc1C(=O)O	-0.06
CC(Sc1nc2ccccc2s1)C(=O)NC1CCCc2ccccc21 (stereo unspecified)	0.08
C=CCNC(=O)C1(c2ccccc2)CC1(Cl)Cl (stereo unspecified)	0.92
CC(=O)c1sc2nc(-c3ccc(C)cc3)c3c(c2c1N)CCCC3	-0.34
CC(C)CCNC(=O)CCCC1=NS(=O)(=O)c2ccccc2N1	0.66
CCC(C)[C@H](NC(=O)CCn1nnc2ccccc2c1=O)C(=O)O (stereo partly specified)	2.3
N#Cc1ccc(N2Cc3ccccc3C2=NC(=O)c2cccnc2Cl)cc1	0.31
CCCCn1c(NC(=S)Nc2ccccc2)nc2ccccc21	-0.77
CCOC(=O)CSc1ccc(S(=O)(=O)N2CCC(C)CC2)cc1[N+](=O)[O-]	-0.02
Cc1ccccc1OCc1nnc(SCc2cc(=O)[nH]c3ccccc23)n1-c1ccccc1	-1.4
CCOC(Cn1c(SCc2cc(C(C)=O)ccc2OC)nc2ccccc2c1=O)OCC	0.97
COc1cc(/C=C/C(=O)Nc2nnc(CC(C)(C)C)s2)cc(OC)c1OC	0.12
COC(=O)c1ccc(N=NN2CCCCCC2)cc1	-0.56
CC(=O)c1ccc(S(=O)(=O)Nc2cccc(S(=O)(=O)NC3=NCCC3)c2)cc1	1.9
COC(=O)N/N=C/c1c(C)c(C(=O)c2ccc(F)cc2)n2ccccc12	-1.4
O=C(Cc1ccccc1F)Nc1cccc2cccnc12	-0.59
COc1cc(C2/C(=C(\O)c3ccc4c(c3)CC(C)O4)C(=O)C(=O)N2Cc2ccco2)ccc1O (stereo unspecified)	0.62
O=C(Nc1ccccc1)C1(c2ccccc2)CC1(Cl)Cl (stereo unspecified)	-2
CCCC1=NN2C(=N)/C(=C\c3cc(C)n(-c4cc(C)cc(C)c4)c3C)C(=O)N=C2S1	-1.2
O=C(N/N=C/c1ccccc1F)c1ccc(COc2ccccc2Cl)o1	-0.21
COc1ccc(CC(=O)Nc2cc(S(=O)(=O)N3CCCCC3)ccc2N2CCN(C)CC2)cc1	0.23
O=C(NNS(=O)(=O)c1ccc2ccccc2c1)c1cccnc1	2.9

The last three records of the part above open the next one.
SMILES	Pyk2 oligo antag
O=C(N/N=C/c1ccccc1F)c1ccc(COc2ccccc2Cl)o1	-0.21
COc1ccc(CC(=O)Nc2cc(S(=O)(=O)N3CCCCC3)ccc2N2CCN(C)CC2)cc1	0.23
O=C(NNS(=O)(=O)c1ccc2ccccc2c1)c1cccnc1	2.9
Cc1ccc(/C=C/C(=O)c2ccccc(=O)c2O)c(C)c1	-0.28
CC(=O)c1ccc(NC(=O)C(C)OC(=O)C(C)Oc2cccc(C)c2)cc1 (stereo unspecified)	-0.63
O=C(NCC(c1cccs1)N1CCOCC1)c1cc([N+](=O)[O-])cc([N+](=O)[O-])c1 (stereo unspecified)	0.31
CCOC(=O)C1(C/C(C)=N/NC(N)=O)CC(C)(C)OC1=O (stereo unspecified)	0.14
O=C(NCc1ccc2c(c1)OCO2)C1CCN(S(=O)(=O)N2CCOCC2)CC1	-0.27
Cc1ccc2nc(N(CCN(C)C)C(=O)c3cc(Cl)sc3Cl)sc2c1	-0.24
CCOC(=O)C=Nc1c(N)n(C)c(=O)n(C)c1=O	0.47
C/C(=N\NC(=O)Nc1ccccc1)c1ccccc1	0.8
CN(/C(=N/S(=O)(=O)c1ccccc1)c1ccccc1)S(=O)(=O)c1ccccc1	0.49
C=CCn1c(COc2ccc(Cl)cc2)nnc1SCC(=O)Nc1ccc(S(N)(=O)=O)cc1	0.2
O=C(NC(=S)Nc1ccc(S(=O)(=O)N2CCCC2)cc1)c1cccs1	-1
COc1ccc(/C=C/c2nc(-c3ccccc3O)n[nH]2)cc1OC	-2
COc1ccccc1N1C(=O)C2C3CC(c4ccccc4)C(C3)C2C1=O (stereo unspecified)	-0.14
Cc1ccc(C(=O)N/C(=C\c2cccs2)C(=O)NCCc2c[nH]c3ccccc23)cc1	-1.1
CC1(C)CC(=O)C2=C(C1)N(c1ccccc1)C(=O)C2(O)C(F)(F)F (stereo unspecified)	0.34
O=C(O)c1ccccc1-c1ccccc1C(=O)NNc1ccccc1	0.54
Cc1ccc(CN2CCN(/N=C/c3ccc(C(=O)O)cc3)CC2)cc1	0.16
O=C(Nc1cccc(C(F)(F)F)c1)C(SCCO)c1ccccc1 (stereo unspecified)	-0.58
CSCCCNC(=S)N1CCN(S(=O)(=O)c2cccc(C(F)(F)F)c2)CC1	1.3
COc1cc(C=NCC2OCCc3ccccc32)cc(OC)c1 (stereo unspecified)	0.38
Cn1cnnc1SCc1ccc(C(=O)N/N=C(\CCC(=O)O)c2ccc(C(C)(C)C)cc2)cc1	0.02
CCc1ccc(C(=O)N/N=C/c2cccc3ccccc23)nc1	-0.74
O=S(=O)(NCc1ccco1)c1cnc(Cl)c(Br)c1	1.1
Cc1cccc(NC(=S)N(C)Cc2cn(C)c3ccccc23)c1	0.34
CCN(CC)S(=O)(=O)c1ccc(Cl)c(C(=O)Nc2ccc(Cl)cc2[N+](=O)[O-])c1	0.17
O=C(/C=C/c1ccc(Cl)cc1)NCc1ccncc1	0.73
COCC(C)n1c(C)cc(C(=O)COC(=O)CN=C2NS(=O)(=O)c3ccccc32)c1C (stereo unspecified)	0.67
Cc1ccc2cc(CN(Cc3ccco3)C(=S)NCC3CCCO3)c(=O)[nH]c2c1C (stereo unspecified)	0.5
COc1ccc2c(c1)cc(C(O)c1ccccn1)n2S(=O)(=O)c1ccccc1 (stereo unspecified)	0.08
Cc1cccc(N2C(=O)C(Oc3ccc(Cl)cc3Cl)C2C=O)c1C (stereo unspecified)	-1.9

Pulled by compound from the entries so far (2):
SMILES	Pyk2 oligo antag
Cc1cccc(NC(=S)N(C)Cc2cn(C)c3ccccc23)c1	0.34
CCc1ccc(C(=O)N/N=C/c2cccc3ccccc23)nc1	-0.74

(listing goes on)
SMILES	Pyk2 oligo antag
CCN(CC)S(=O)(=O)c1ccc(N/N=C/c2cc(OC)c(OC)cc2OC)nc1	-0.3
CCn1ncc(/C=N\NC(=O)COc2cc(C)cc(C)c2)c1C	1.2
COc1cc(/C=C/C(=O)OCC(=O)Nc2ccc3c(c2)OCCO3)ccc1OCC#N	1.9
CNC(=S)NNC(=O)Cc1ccc(O)cc1	0.43
CC(=O)N(CN1C(=O)CCC1=O)c1cccc(Cl)c1	0.21
Cc1ccc(-n2c(Cl)c(Cl)[nH]c(=O)c2=O)cc1	0.18
O=[N+]([O-])c1nn(-c2ccc(Cl)cc2)n(O)c1=NCc1cccnc1	-0.76
CCOC(=O)c1cc([N+](=O)[O-])c([N+](=O)[O-])cc1NC(C)=O	0.54
Cc1ccc(/C=C/C(=O)O)cc1S(=O)(=O)N(CCO)CCO	-0.52
CC(C)(C)NC(=O)c1cccc(NC(=O)Cc2ccc(Br)cc2)c1	-0.17
COc1ccc(/C=N/NC(=O)c2nc(-c3ccccc3)n(-c3ccccc3)n2)cc1OC	-1.4
O=C(O)c1cc(Cl)c2c(c1)[C@@H]1C=CC[C@@H]1[C@H](c1ccc(S(=O)(=O)N3CCOCC3)cc1)N2	-0.41
Cc1cc(C)c(NC(=O)CSc2ccc3nnc(CCNC(=O)c4ccccc4)n3n2)c(C)c1	-0.22
COC(=O)CC1C(=O)NCCN1C(=S)Nc1cc(C)cc(C)c1 (stereo unspecified)	0.46
Cc1ccc(C2CC(=O)Nc3c2ccc2ccccc32)cc1[N+](=O)[O-] (stereo unspecified)	-0.02
Cc1ccc2nc3nc(NCC4CCCO4)c(C(=O)NC4CCCC4)cc3c(=O)n2c1 (stereo unspecified)	-0.45
CCN1C(=O)CC2(C[N+]3(C)CCC2CC3)C1=O (stereo unspecified)	0.27
Cc1ccc(/C=C2\SC(N)=NC2=O)s1	-0.45
CCOc1ccc(-n2cccc2C=O)cc1	0.21
CCOc1cc(/C=N/NC(=O)c2nn(C)cc2Br)ccc1OCc1ccccc1	-1.1
O=C(CC1Sc2ccccc2NC1=O)c1ccc(Br)cc1 (stereo unspecified)	0.03
CCc1ccc(Nc2nnc(SCC(=O)Nc3sccc3C(N)=O)s2)cc1	-2.5
CC1CCN(CCOc2cccc(Br)c2)CC1	0.45
CC(C)(C)c1cc(NC(=O)c2ccc(OC3CCCC3)cc2)no1	2.1
CCC(C)NC(=O)c1ccc2c(SCC(=O)O)c3c(nc2c1)CCCC3 (stereo unspecified)	0
COc1cc(/C=N/NC(=S)NCCN2CCOCC2)ccc1O	1.7
CCc1nnc(NS(=O)(=O)c2ccc(NC(=S)NC(=O)c3ccc(F)cc3)cc2)s1	0.18
CCc1sc(C(=O)Nc2cccc(C(C)=O)c2)cc1C	-0.51
N/C(Cc1ccc(Cl)cc1)=N\OC(=O)Cc1ccc([N+](=O)[O-])cc1	-0.47
CCNC(=S)N1CCN(c2ncccn2)CC1	0.25
CC(C)=CCC/C(C)=C/C=N/NC(=O)c1ccc([N+](=O)[O-])cc1	-0.47
Cc1ccc(CN2CCN(/N=C/c3ccc(C(F)(F)F)cc3)CC2)c(C)c1	-0.41
CC1=C(C(=O)OC(C)C)C(c2cccs2)C(C(=O)OC(C)C)=C(C)N1	-2.2
O=C(O)C1CCCN1C(=O)Nc1ccc(Cl)cc1 (stereo unspecified)	-1
NC(=O)C1CCN(C(=O)/C=C/c2ccco2)CC1	0.24
O=C(Nc1nc2ccccc2s1)c1cc(-c2ccccc2)nn1-c1ccccc1	0.47
CCCCOc1ccc(C(=O)NC(=S)Nc2ccc(CN3CCOCC3)cc2)cc1	1.5
COCCn1c(C)cc(C(=O)CSc2cc(C)c3ccccc3n2)c1C	0.57
Nc1ncc(Br)cc1S(=O)(=O)NCCC(=O)N1CCN(c2ccccn2)CC1	0.99
Cc1cc(C)c2nc(SCC(=O)NCCN3C(=O)CSC3=O)cc(C)c2c1	-0.1
CC(=O)Oc1ccc2c(C)cc(=O)oc2c1C(=O)c1ccccc1	-0.07
COc1ccc(CCNC(=O)CSc2ccc3ccccc3c2)cc1OC	0.5
Cc1cc(C)cc(NC(=S)NCCc2c[nH]c3ccccc23)c1	0.09
CC(=O)Nc1ccc(S(=O)(=O)NCCC(=O)Nc2ccc(C)c(Cl)c2)cc1	-0.13
CCOC(=O)c1nn(-c2ccc(F)cc2)c2nc(-c3ccccc3)c(C#N)c(=O)n12	0.11

5 structures already listed, ordered by length of the SMILES, rising.
SMILES	Pyk2 oligo antag
CC1=C(C(=O)OC(C)C)C(c2cccs2)C(C(=O)OC(C)C)=C(C)N1	-2.2
CCN(CC)S(=O)(=O)c1ccc(N/N=C/c2cc(OC)c(OC)cc2OC)nc1	-0.3
Cc1ccccc1OCc1nnc(SCc2cc(=O)[nH]c3ccccc23)n1-c1ccccc1	-1.4
Cc1cccc2nc(CSc3nc4[nH]ncc4c(=O)n3-c3ccccc3Cl)cc(=O)n12	-2.4
O=C(CN(Cc1ccccc1)S(=O)(=O)c1ccccc1)N/N=C/c1ccc([N+](=O)[O-])cc1	0.04

The list goes on:
SMILES	Pyk2 oligo antag
CN(C1=C(NC(=O)c2ccc(Cl)cc2)C(=O)c2ccccc2C1=O)c1ccccc1	-2.4
O=S(=O)(Nc1ccc(-c2nnc(SCc3ccc(Cl)cc3)o2)cc1)c1ccccc1	0.06
CCOC(=O)c1c(C)[nH]c(C)c1C(=O)COC(=O)/C=C/c1cccc(Cl)c1	0.94
Cc1cc(C(=O)Cn2cc(C(F)(F)F)ccc2=O)c(C)n1-c1ccccc1	-0.83
O=C(Nc1cccc(N=Cc2cc(Br)cc(Br)c2O)c1)c1ccco1	0.6

Only part of the results is shown, so the mix of outcomes need not match the whole.
